Bioassay records (PubChem BioAssay)
PKA-R1A act – PKA-R1A complex activation; PKA-R1A dissociation, Cy5-IP20 fluorescence polarization; scaled: DMSO 0%, 113 µM cGMP 100%; activation, % at 11.4 µM; actives 0.083% (n = 340,000); AID 504707;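 active = percent activation above the mean of all tested compounds plus 3 SD, cut at about 19% in these data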;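 also: higher means more PKAc released from R1A so a rise in polarization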
Tat export inh – blocks Tat-dependent protein export in E. coli; inhibition, % at 10 µM; AID 488895; E. coli MC4100 TorA-mCherry Tat export, fluorescence; actives 0.036% (n = 340,000);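 active = mean replicate inhibition at least 50% and at least half of replicates individually reaching 50%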;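 also: exported cargo escapes ClpAP degradation while cytoplasmic cargo is degraded and loses fluorescence; 0% = median of neutral control wells and 100% = median of NaSCN control wells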
AddAB inh – less growth of phage-infected E. coli with AddAB; actives 0.29% (n = 330,000); inhibition, % at 11.9 µM; E. coli expressing H. pylori AddAB, absorbance growth; AID 435030; in the data active = inhibition above about 12%;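 also: 0% = vehicle wells of infected cells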
Mot1-301 SUMO – inhibitors of SUMOylation pathway: yeast Mot1-301 growth rescue; S. cerevisiae Mot1-301 growth rescue, ATP luminescence, 38.5C; percent above DMSO median, 100 means doubled; growth rescue, % at 18.8 µM; actives 1% (n = 320,000); AID 2716;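 active = every valid replicate shows activation above 250% relative to neutral control wells; inactive = the rest, any valid replicate at or below 250%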;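 also: OY570 slx delta 5 strain wells were the positive control but not used for scaling; some compounds called inactive have numbers as strong as hits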
PfHsp90 set2 – growth inhibition of yeast expressing Plasmodium Hsp90. actives 0.32% (n = 310,000). AID 504621. S. cerevisiae expressing PfHsp90, BacTiter-Glo ATP, 48 h; yeast lacking PDR1 and PDR3 efflux regulators. inhibition, % at 9.4 µM;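 active = every replicate shows inhibition above about 80%, whatever the replicate mean, limit read from the data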;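 also: 0% = DMSO neutral controls and 100% = 20 µM radicicol positive controls; yeast relying on Plasmodium falciparum Hsp90 in place of its own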
MOR-DOR inv ag – inverse agonists of human mu-delta opioid receptor heterodimerization; actives 0.21% (n = 340,000); cell-based MOR-DOR heterodimer luminescence, inverse agonism; AID 504357; P35372+P41143; inhibition, % at 9.3 µM; in the data active = inhibition above about 22%, passing the limit was not always enough;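 also: 0% = cells with DMSO and 100% = wells without cells with DMSO; values of inactives mirror those of a sister screen read the other way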
phage Ecoli inh – E. coli growth loss with phage present. growth absorbance. inhibition, % at 11.9 µM. actives 0.26% (n = 360,000); in the data active = inhibition above about 11%
OPRM1-OPRD1 ag – OPRM1-OPRD1 heterodimerization agonism | P35372+P41143 | cells, luminescence | activation, % at 9.3 µM | actives 0.3% (n = 340,000) | AID 504326; in the data active = activation above about 18%;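 also: 0% = vehicle-treated cells and 100% = reference agonist; values of inactives mirror those of a sister screen read the other way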
E coli growth – bacterial growth inhibition, counter-screen for AddAB inhibitors; E. coli V3065 growth, OD600 absorbance, 18 h; actives 0.27% (n = 330,000); AID 449728; inhibition, % at 11.9 µM;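 active = inhibition above the campaign's mean inhibition across all tested compounds plus 3 SD, cut at about 9.9% in these data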;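 also: uninfected addAB+ strain grown without phage in ampicillin broth; 0% = DMSO wells and 100% = ciprofloxacin 0.95 µg/ml wells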
HTR5A inv ctr – inverse agonist of human HTR5A in OPRM1-OPRD1 counter-screen | inhibition, % at 9.3 µM | actives 0.083% (n = 340,000) | HTR5A cell line, luminescence, inverse agonism | AID 504634; in the data active = inhibition mostly above about 23%, no sharp cut-off; inactive = mostly below about 18%;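 also: 0% = cells with DMSO and 100% = no-cell wells with DMSO; some compounds called inactive have numbers as strong as hits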
Target sequence (P47898 whole entry, looked up): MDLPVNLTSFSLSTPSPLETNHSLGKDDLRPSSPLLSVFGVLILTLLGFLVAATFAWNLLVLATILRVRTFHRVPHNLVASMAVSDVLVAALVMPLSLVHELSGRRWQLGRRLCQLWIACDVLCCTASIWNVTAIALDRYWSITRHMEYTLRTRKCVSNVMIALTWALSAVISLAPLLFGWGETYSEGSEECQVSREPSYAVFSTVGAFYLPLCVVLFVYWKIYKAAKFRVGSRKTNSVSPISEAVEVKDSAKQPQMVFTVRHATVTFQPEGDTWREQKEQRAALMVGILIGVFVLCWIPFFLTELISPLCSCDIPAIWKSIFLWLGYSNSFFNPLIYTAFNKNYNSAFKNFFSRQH
PKA-R2B act – activators of human PKA-R2B complex; PKA-R2B holoenzyme dissociation, Cy5-IP20 fluorescence polarization; R2B truncated from residue 108, S112A mutant; 0% DMSO only, 100% 113 µM cGMP; actives 0.079% (n = 340,000); P22694+P31323; activation, % at 11.4 µM;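 active = activation above a cutoff set at the mean over all compounds plus 3 SD, cut at about 18% in these data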;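 also: higher means more holoenzyme dissociation and a rise in polarization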
Target sequence (P31323 whole entry, looked up, other chains not shown, the tested form may be a part): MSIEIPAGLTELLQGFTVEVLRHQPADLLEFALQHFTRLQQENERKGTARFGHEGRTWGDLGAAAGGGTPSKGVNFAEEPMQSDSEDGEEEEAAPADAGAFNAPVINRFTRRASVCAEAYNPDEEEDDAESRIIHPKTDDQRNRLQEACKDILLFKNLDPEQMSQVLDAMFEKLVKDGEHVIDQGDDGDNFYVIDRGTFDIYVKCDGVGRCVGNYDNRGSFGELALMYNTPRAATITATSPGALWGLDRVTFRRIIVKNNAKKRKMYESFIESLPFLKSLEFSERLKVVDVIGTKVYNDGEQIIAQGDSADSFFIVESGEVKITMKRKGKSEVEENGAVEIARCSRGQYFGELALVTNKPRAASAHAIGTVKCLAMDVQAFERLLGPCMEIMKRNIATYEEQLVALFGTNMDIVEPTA
* = called active by the depositor; . = no result given.

canonical_smiles	PKA-R1A act	Tat export inh	AddAB inh	Mot1-301 SUMO	PfHsp90 set2	MOR-DOR inv ag	phage Ecoli inh	OPRM1-OPRD1 ag	E coli growth	HTR5A inv ctr	PKA-R2B act
CCOC(=O)CCCC(=O)N1CCOCCOCCOCC1	-3	1	-0.2	-19	9	15	2.4	-3.1	-2.4	-19	6
CN(CC(=O)N(C)CC(=O)Nc1c(Cl)cccc1Cl)Cc1ccccc1F	-3	-6	2.4	-16	-3	1	-1.9	-0.2	4.2	21	0
Cc1c(C)c2cc(Cl)c(OCC(=O)NC3CC(C)(C)NC(C)(C)C3)cc2oc1=O	-8	-6	0.9	-12	-9	8	0.3	-1.6	-1.2	13	-5
CCOC(=O)c1ccc(NC(=S)Nc2ccccn2)cc1	4	5	-1.5	-7	-2	-38	3.3	6.4	0.8	-21	8
Cc1c(C(=O)N2CCN(c3ccccn3)CC2)sc2ncnc(N3CCOCC3)c12	1	0	0.4	92	6	3	0.0	-0.5	-0.4	9	0
COc1ccc(C2c3ccc4ccccc4c3Oc3ncn(CCO)c(=N)c32)cc1 (stereo not drawn)	0	-18	-0.5	17	-2	7	.	-1.6	-1.9	-3	-13
COc1ccc(N2CCN(C(C)C(=O)N3CC(C)OC(C)C3)CC2)cc1 (stereo not drawn)	-9	-5	-1.4	-6	-12	14	-5.9	-2.8	0.2	-1	-17
Cc1ccc(CS(=O)(=O)c2nc3c(c(N(C)C)n2)CCCC3)cc1	-8	-5	3.5	182	8	3	2.6	-0.5	1.7	-13	0
CCc1ccc(NC(=O)N(CCN2CCOCC2)C2CCN(C(C)=O)CC2)cc1	-1	-6	-1.0	.	-23	13	0.8	-2.2	0.4	5	-11
CNC(=O)c1cc2cc(OC)ccc2n1CCN(Cc1ccccc1)Cc1ccccc1	-4	6	3.4	-6	.	-6	3.2	1.1	1.9	-10	6
COc1ccc(CCN2C(=O)N[C@@H](CCC(=O)O)C2=O)cc1	1	-2	-0.4	-26	2	3	0.3	-0.5	-0.2	0	-8
COc1ccc(CNC(=O)CN(Cc2ccc(Cl)cc2)C(=O)c2csnn2)cc1	4	-10	4.1	11	20	11	2.2	-2.0	1.3	5	-2
Cc1cc(C)cc(NC(=O)CN2CCC(NC(=O)Cc3ccccc3)CC2)c1	0	-2	2.1	-9	23	0	3.4	-0.1	0.7	16	-21
O=c1c(-c2ccc(O)cc2)coc2cc(OC3OC(CO)C(O)C(O)C3O)ccc12 (stereo not drawn)	-8	-2	2.8	-20	-10	21	3.7	-4.6	-0.9	10	1
CN(C)C(/C=C/Nc1ccc(F)cc1F)=C(C#N)C#N	-17	-4	1.1	-11	1	-9	-0.6	1.5	2.8	11	-8
FC(F)(F)c1cc(Oc2ccccc2)ncc1-c1nnc(-c2ccccc2Cl)o1	-4	9	4.1	-4	16	-5	1.9	1.0	0.2	-40	3
C[C@H](NC(=O)c1ccc(C(C)(C)C)cc1)C(=O)N1CCN(C/C=C/c2ccccc2)CC1	-2	13	1.3	-19	-14	-11	-0.4	2.6	-3.8	-3	-7
COCCOC(=O)C1=C(C)N=c2s/c(=C\c3cccs3)c(=O)n2C1c1cccs1 (stereo not drawn)	-3	-5	-1.9	5	13	10	1.2	-1.8	-0.2	-1	-4
CCOc1cccc(-c2nnc(SCC(=O)Nc3ccc(OC)c(OC)c3)n2N)c1	-8	0	2.5	0	5	17	1.1	-3.3	-0.3	-14	6
Cc1cc(/N=C/N(C)C)on1	-1	0	1.2	-1	-11	-5	-0.2	0.8	0.4	-4	4

Additional results follow.
Sequence of screens – PKA-R1A act, Tat export inh, AddAB inh, Mot1-301 SUMO, PfHsp90 set2, MOR-DOR inv ag, phage Ecoli inh, OPRM1-OPRD1 ag, E coli growth, HTR5A inv ctr, PKA-R2B act
> CS(=O)(=O)c1ccc(C(=O)OCC(=O)NNC(=O)COc2ccc(Cl)cc2)cc1
→ 0, 11, 0.2, -10, 21, 2, 4.0, -0.3, -0.6, 12, 6
> Cc1ccc(C(=O)Nc2nc(-c3ccc([N+](=O)[O-])cc3)cs2)o1
→ -6, -9, 2.4, -17, 13, -6, 0.6, 1.2, -0.1, -24, -9
> O=C(Cn1c(CC(=O)N2CCCC2)nc2ccccc21)NCc1ccccc1
→ -1, 0, -0.5, -9, 0, ., 3.1, ., -1.1, ., 4
> Clc1cccc(Cl)c1CO/N=C/c1c(-c2ccccc2)nc2n1CCS2
→ 11, 2, 0.2, ., ., -10, 2.3, 2.1, 0.8, 0, 1
> COc1ccc(OC)c(NC(=O)CNC(=O)Cn2cnc3sc(C)cc3c2=O)c1
→ 1, -1, 3.6, 1, 7, 3, 2.6, -0.6, -1.3, 6, 7
> COCCCNc1nc2c(c(=O)n(Cc3ccc(OC)cc3)c(=O)n2C)n1C
→ -6, -1, 0.8, 230, 17, 4, -0.6, -0.8, 0.1, 11, -5
> CC(OC(=O)c1ccc([N+](=O)[O-])s1)C(=O)Nc1ncc(Cl)cc1Cl (stereo not drawn)
→ -3, -3, -1.1, ., -3, -34, 0.0, 6.9, -2.4, 9, -2
> COc1ccc(C2/C(=C(/O)c3ccc4c(c3)CC(C)O4)C(=O)C(=O)N2CCCn2ccnc2)cc1 (stereo not drawn)
→ 0, -6, 0.7, 7, 3, 18, 3.1, -3.5, 0.6, -4, -1
> Brc1ccc(-c2nc(N/N=C/c3cccnc3)c3ccccc3n2)cc1
→ 12, 3, 1.3, -21, 15, -17, 1.6, 2.9, -0.7, -6, -2
> CC(=O)Nc1ccc(NS(=O)(=O)c2ccc3c(c2)n(C)c(=O)n3C)cc1
→ 0, -3, 4.5, 14, -16, -5, 1.8, 1.0, 5.1, 10, 3

Seven successive records already listed, quoted:
Sequence of screens – PKA-R1A act, Tat export inh, AddAB inh, Mot1-301 SUMO, PfHsp90 set2, MOR-DOR inv ag, phage Ecoli inh, OPRM1-OPRD1 ag, E coli growth, HTR5A inv ctr, PKA-R2B act
> CCOC(=O)CCCC(=O)N1CCOCCOCCOCC1
→ -3, 1, -0.2, -19, 9, 15, 2.4, -3.1, -2.4, -19, 6
> CN(CC(=O)N(C)CC(=O)Nc1c(Cl)cccc1Cl)Cc1ccccc1F
→ -3, -6, 2.4, -16, -3, 1, -1.9, -0.2, 4.2, 21, 0
> Cc1c(C)c2cc(Cl)c(OCC(=O)NC3CC(C)(C)NC(C)(C)C3)cc2oc1=O
→ -8, -6, 0.9, -12, -9, 8, 0.3, -1.6, -1.2, 13, -5
> CCOC(=O)c1ccc(NC(=S)Nc2ccccn2)cc1
→ 4, 5, -1.5, -7, -2, -38, 3.3, 6.4, 0.8, -21, 8
> Cc1c(C(=O)N2CCN(c3ccccn3)CC2)sc2ncnc(N3CCOCC3)c12
→ 1, 0, 0.4, 92, 6, 3, 0.0, -0.5, -0.4, 9, 0
> COc1ccc(C2c3ccc4ccccc4c3Oc3ncn(CCO)c(=N)c32)cc1 (stereo not drawn)
→ 0, -18, -0.5, 17, -2, 7, ., -1.6, -1.9, -3, -13
> COc1ccc(N2CCN(C(C)C(=O)N3CC(C)OC(C)C3)CC2)cc1 (stereo not drawn)
→ -9, -5, -1.4, -6, -12, 14, -5.9, -2.8, 0.2, -1, -17

Later entries.
Sequence of screens – PKA-R1A act, Tat export inh, AddAB inh, Mot1-301 SUMO, PfHsp90 set2, MOR-DOR inv ag, phage Ecoli inh, OPRM1-OPRD1 ag, E coli growth, HTR5A inv ctr, PKA-R2B act
> O=C(CSc1nnc(CNc2ccc(F)cc2)n1Cc1ccccc1)NCc1ccco1
→ 7, 3, -0.9, 2, -9, 10, 1.2, -1.8, 0.6, 18, -15
> CC(=O)c1ccc(OCC(=O)N(CCC2=CCCCC2)c2c(N)n(Cc3ccccc3)c(=O)[nH]c2=O)cc1
→ -4, -10, 5.0, -20, -23, -86, 1.0, 13, 2.7, -12, -1
> CCc1nnc(NC(=O)CSc2ncc(-c3ccccc3)n2C)s1
→ 11, 2, -1.2, 6, -3, -6, 2.9, 1.1, -1.1, 4, 13
> COc1ccccc1Nc1nc2cc(C)ccc2cc1C#N
→ 5, 8, 0.5, -2, 18, 9, 2.0, -1.8, 0.9, -10, 10
> CCOC(=O)c1c(NC(=S)Nc2ccccc2)sc2c1CCN(CC)C2
→ -4, -12, 0.5, 3, 31, 13, -0.2, -2.4, -2.6, 16, -6
> N#Cc1ccsc1NC(=O)CSc1ncnc2ccccc12
→ -3, 13, -1.4, 3, 4, 11, 1.3, -2.7, -1.8, -25, -9
> Cc1nn(-c2ccccc2)c(Cl)c1/C=N/Nc1ccc(S(=O)(=O)Nc2ccccc2C(=O)O)cc1[N+](=O)[O-]
→ -14, 18, -0.6, 93, -17, 8, 0.2, -1.6, -0.6, -6, -5
> NC(=O)c1cc(Cl)ccc1OCC(=O)NC1CC1
→ -8, 2, -0.3, -20, 6, 11, 1.9, -2.2, 2.7, 0, 0
> COc1ccc(CNC(=O)c2nn(C)c3c2CS(=O)(=O)c2ccccc2-3)cc1
→ 0, 0, 3.0, 1, -17, 9, 1.7, -1.7, -0.2, -8, 3
> CC(=O)OC1OCCOC1NC(=S)Nc1cccc(C(F)(F)F)c1 (stereo not drawn)
→ -11, -7, 4.1, 0, 15, 19, 1.5, -3.8, 1.0, 5, 9
> CC(=O)NC12CC3CC(C1)CC(C(=O)N(C)CC(=O)Nc1ccccc1Cl)(C3)C2
→ -2, -4, 4.7, -23, 18, 21, 2.5, -4.3, 1.9, -9, -6
> CCCOc1ccc(C(=O)Nc2ccc(N(C)C)cc2)cc1
→ -2, -11, 3.4, 3, 4, 5, 3.4, -0.8, 2.7, -24, -8
> COCC(=O)N1CCC(Oc2ccc(C(=O)NC(C)c3nccs3)cc2)CC1 (stereo not drawn)
→ -4, 1, 2.6, 109, 6, 10, 1.0, -1.9, -0.2, 4, 8
> CC(Nc1nc(-c2ccc(F)cc2)cs1)c1nc2cc(C(F)(F)F)ccc2n1CCOCCO (stereo not drawn)
→ -6, 1, 4.2, -18, ., 6, 0.6, -1.1, 0.9, -8, -11
> COC(=O)c1cn(CC(=O)N2CCCCC2C)c2ccccc12 (stereo not drawn)
→ -3, 6, 1.4, ., -6, 13, 4.4, -2.3, 1.1, 6, 8
> Cc1ccc(N(C)C(=O)N2CCN(S(=O)(=O)c3c(C)cc(C)cc3C)CC2)cc1
→ -6, 16, 1.9, -15, -9, -20, 2.1, 4.0, -0.3, 5, 3
> CCC1(c2ccccc2)NC(=O)N(CC(=O)NCc2ccc(C)cc2)C1=O (stereo not drawn)
→ -6, 2, -0.2, 9, -1, 12, 1.5, -2.4, -1.2, 12, 2
> O=C(NNC(=O)c1cccnc1)Nc1cccc2ccccc12
→ -4, -6, -0.9, -10, 11, -5, 2.0, 0.9, -1.9, -24, -7
